# High-throughput results from PubChem.
# FBW7 activator: human FBW7 E3 ligase activation, primary screen | Q969H0 | AlphaScreen FBW7–phospho-cyclin E peptide binding, activator screen | normalized activity (activation), % at 26.1 µM | actives 0.13% (n = 650,000) | AID 1259310; in the data active means normalized activity above about 1.9%;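 further: purified mutant Fbw7 with reduced substrate affinity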
# GPR151 ag: activators of human GPR151; PathHunter beta-arrestin GPR151 cells, luminescence; activation, % at 11.2 µM; actives 1% (n = 650,000); AID 1508602; in the data active means activation above about 4.9%;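 further: 0% = median of compound wells and 100% = cells with positive control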
# Target sequence (Q8TDV0 whole entry, looked up): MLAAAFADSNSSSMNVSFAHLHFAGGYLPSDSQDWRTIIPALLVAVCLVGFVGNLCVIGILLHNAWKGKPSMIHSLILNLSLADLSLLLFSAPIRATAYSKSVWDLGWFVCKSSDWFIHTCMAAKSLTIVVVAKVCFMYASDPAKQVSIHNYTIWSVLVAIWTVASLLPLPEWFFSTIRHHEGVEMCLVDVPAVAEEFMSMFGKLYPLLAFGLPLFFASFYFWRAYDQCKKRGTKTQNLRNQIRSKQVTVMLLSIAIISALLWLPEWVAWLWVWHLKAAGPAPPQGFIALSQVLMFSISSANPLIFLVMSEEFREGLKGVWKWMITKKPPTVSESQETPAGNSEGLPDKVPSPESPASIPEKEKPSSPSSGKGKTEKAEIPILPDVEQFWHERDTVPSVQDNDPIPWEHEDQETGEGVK
# TEAD-YAP block: TEAD-YAP interaction inhibition; actives 1.4% (n = 640,000); HEK-TIYL cells, TEAD-Gal4/YAP UAS-luciferase luminescence; inhibition, % at 9.12 µM; in the data active means inhibition above about 32%;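 further: 0% = median of test compound wells and 100% = reference inhibitor wells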
# MITF primary: blocks human microphthalmia-associated transcription factor; O75030; AlphaScreen MITF homodimerization, bead proximity signal; inhibition, % at 2.6 µM; actives 0.91% (n = 650,000); in the data active means inhibition above about 50%;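 further: 0% = vehicle wells with protein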
# Target sequence (O75030 whole entry, looked up): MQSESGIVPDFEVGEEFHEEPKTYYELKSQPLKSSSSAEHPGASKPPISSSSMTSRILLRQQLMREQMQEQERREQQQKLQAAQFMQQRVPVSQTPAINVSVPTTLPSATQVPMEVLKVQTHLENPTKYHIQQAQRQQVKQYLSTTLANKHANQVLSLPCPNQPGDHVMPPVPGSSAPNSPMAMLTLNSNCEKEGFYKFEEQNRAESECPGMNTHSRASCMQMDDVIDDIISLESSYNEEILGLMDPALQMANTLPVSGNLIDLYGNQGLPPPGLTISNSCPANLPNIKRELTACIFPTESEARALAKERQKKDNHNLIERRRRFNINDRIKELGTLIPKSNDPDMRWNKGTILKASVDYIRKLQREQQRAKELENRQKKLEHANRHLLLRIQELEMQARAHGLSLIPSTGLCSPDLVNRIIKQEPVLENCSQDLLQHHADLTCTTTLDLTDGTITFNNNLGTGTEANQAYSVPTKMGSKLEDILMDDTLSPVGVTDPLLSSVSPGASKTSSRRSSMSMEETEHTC
# Starred values were filed as active, the others as inactive; & = joins results of further samples.
nr	SMILES	FBW7 activator	TEAD-YAP block	MITF primary	GPR151 ag
1	CCCCC(C(=O)Nc1cc(C)ccc1C)N1C(=O)c2cc(Cl)c(Cl)cc2C1=O (stereo unspecified)	-0.1	-1	-10	-1.0
2	O=C(CN1CCCC(c2nc3ccccc3[nH]2)C1)Nc1cccc2ccccc12 (stereo unspecified)	-0.1	8	4	0.1
3	Cn1c2c(c(=O)n(C)c1=O)C(c1ccc(OC(F)F)cc1)C1=C(CCCC1=O)N2 (stereo unspecified)	-0.2	-2	5	-0.2
4	COc1ccc(S(=O)(=O)Nc2ccc(OC)c(OC)c2)cc1I	0.0	24	-6	0.7
5	Cc1cc(NC(=O)CSc2nc(NCCc3ccccc3)c3ccccc3n2)no1	0.1	-9	-2	-2.0
6	NC(N)=NC(=O)c1nc(Cl)c(N)nc1N	0.0&0.2&0.6&0.3&0.0	-6&1&0	1&13&27&2&8	2.3&-3.8&-0.7&3.3&1.1
7	CCOC(=O)C1CCN(C(=O)COc2ccc(Br)cc2Cl)CC1	0.0	-2	7	-1.1
8	COc1ccc(NC(=O)C2CC23CCN(Cc2cccs2)CC3)cc1Cl (stereo unspecified)	0.4	-1	8	-1.1
9	COc1ccccc1CNC(=O)c1ccc2c(=O)n(C3CCCCC3)c(=S)[nH]c2c1	0.0	9	11	0.8
10	O=C(O)c1ccc(CNC(=O)c2cocc2C(=O)O)o1	0.0	-4	55*	-0.6
11	COc1ccc(C(=O)CCC(=O)NCC2Cc3cccc(-c4cncnc4)c3O2)cc1 (stereo unspecified)	-0.1	-1	4	-0.9
12	Cc1ccc(C(=O)CC(C(=O)O)N2CCN(Cc3ccccc3)CC2)cc1 (stereo unspecified)	0.0	9	9	-0.5
13	O=C(COc1ccc(Cl)cc1)Nc1ncc(Cc2cccc(C(F)(F)F)c2)s1	0.1	-1	19	-1.2
14	O=C(Cc1ccccc1)NC(NC(=O)Cc1ccccc1)c1ccccc1Cl	0.2	-5	-10	1.9
15	O=C(O)c1cccc(NC(=O)c2ccccc2NC(=O)c2ccccc2Br)c1	0.3	0	9	2.2
16	COC(=O)c1ccc2c(=O)n(CCc3ccc(S(N)(=O)=O)cc3)c(SCc3csc4ccc(Cl)cc34)nc2c1	0.0	-2	-8	0.4
17	Cc1ccccc1-c1ncc(CN2CCN(Cc3cccs3)C(CCO)C2)cn1 (stereo unspecified)	0.0	-1	-1	0.2
18	COc1ccc(CCNC(=O)c2ccccc2NC(=O)CN2CCC(C(N)=O)CC2)cc1	0.3	6	-5	1.2
19	Cc1cc(C)n2nc(-c3ccc(Cl)cc3)cc2n1	0.0	-100	0	-0.9
20	Cc1ccc(CNC(=O)C(=O)NCCC2CCCCC2)cc1	-0.1	6	12	-1.0
21	COc1ccc(OC)c(NP2(=O)C=C(c3ccccc3)OC(c3ccccc3)=C2)c1	-0.1	1	1	2.4
22	CCOC(=O)C(=O)Nc1ccc(N(C)C(C)=O)cc1	0.1	2	19	-0.5
23	Cc1nnsc1C(=O)NC1CCCCCC1	-0.1	-2	22	-1.9
24	CCn1c2ccccc2n2c(=O)n(Cc3ccncc3)nc12	0.0	-9	0	0.1
25	CC1CN(CCOc2ccc(Cl)cc2)CC(C)O1 (stereo unspecified)	-0.1	-6	11	0.6

# The listing continues.
nr	SMILES	FBW7 activator	TEAD-YAP block	MITF primary	GPR151 ag
26	COC(=O)Cn1cnc2c(nnn2Cc2ccc(F)cc2)c1=O	0.0	-14	7	0.0
27	Cn1c(=O)c2c(nc(Oc3cccc(Cl)c3Cl)n2C)n(C)c1=O	0.1	8	0	2.4
28	COc1ccc(CCNC(=O)c2cccc(Nc3ccnn3C)n2)cc1	0.2	-3	7	-1.4
29	C=CCOc1c(Br)cc(/C=C2\SC(NC(C)=O)=NC2=O)cc1OCC	-0.1	12	1	-0.1
30	CC(C)CNc1nc(Oc2ccc(=O)n(-c3ccccc3)n2)nc(N2CCOCC2)n1	1.1	-13	-8	0.5
31	Cc1ccc(C(=O)Nc2nc(-c3c[nH]c4ccccc34)cs2)o1	0.1	-6	6	0.2
32	Cc1ccc(-c2nc(CS(=O)CC(=O)NCCC(C)C)c(C)o2)cc1 (stereo unspecified)	0.1	-8	-14	-0.4
33	Cc1nc2ccccc2c(=O)n1CC(=O)NCc1ccccc1	0.5	4	2	-1.3
34	CCN(CC)CCn1c(=S)sc2c(=O)n(-c3ccccc3)c(SCc3ccccc3Cl)nc21	-0.2	-11	19	0.4
35	CN(C)CCOc1cc(-c2cn[nH]c2)ccc1NC(=O)C1COc2ccc(C(=O)O)cc2C1 (stereo unspecified)	0.0	-9	-4	1.3
36	O=C(NCC(F)(F)F)c1ccc2ccccc2n1	-0.1	-1	-15	0.1
37	Cc1nonc1NC(=O)OCC1([N+](=O)[O-])COC(C)(C)OC1	0.7	3	1	-0.9
38	COc1ccccc1/C=C(/NC(=O)c1ccc(C)cc1)C(=O)O	-0.1	-1	-12	3.1
39	Cc1c(C(=O)NCCSC2CCCCC2)cccc1[N+](=O)[O-]	0.1	-4	0	1.9
40	CN1/C(=C/C=O)C(C)(C)c2ccccc21	0.1	-4	16	-2.8
41	O=C(Cn1cnc2ccccc2c1=O)c1ccc(Cl)cc1	-0.2	-64	11	0.2
42	CCOC(=O)C1C(=O)C=C(O)C(C(=O)OCC)C1c1ccc(OC)cc1 (stereo unspecified)	-0.1	9	-2	-0.8
43	CCCCOC(=O)COc1ccc2c(=O)c(Oc3cc(C)ccc3C)coc2c1	-0.1	-8	6	-0.7
44	NC(N)=NS(=O)(=O)c1ccc(Nc2c([N+](=O)[O-])cc([N+](=O)[O-])c3cccnc23)cc1	-0.2	7	18	0.7
45	Cc1ccc(C23CC4CC(CC(NC(=O)N5CCN(C)CC5)(C4)C2)C3)cc1	0.7	1	0	-0.5
46	COc1cc(C2C(C(=O)Nc3ccccn3)=C(C)NC3=C2C(=O)CC(C)(C)C3)ccc1OCc1ccccc1 (stereo unspecified)	-0.1	-3	-8	-0.2
47	CC12CCC(C(=O)Nc3ccc(Cl)c(Cl)c3)(CC1=O)C2(C)C (stereo unspecified)	0.1	8	2	1.6
48	CC(=O)OCCn1c(O)c(/C=C2/C(=O)N(c3ccc(C)cc3)N=C2C)c(C)c(C#N)c1=O	-0.3	7	1	-0.8
49	COc1cc([N+](=O)[O-])ccc1NC(=O)/C=C/c1ccc(C)o1	-0.2	-3	14	0.7
50	CCOC(=O)c1ccc(Nc2cc(OC)c([N+](=O)[O-])nc2[N+](=O)[O-])cc1	0.7	67*	25	-0.6

# Remaining list, next part:
nr	SMILES	FBW7 activator	TEAD-YAP block	MITF primary	GPR151 ag
51	Cc1cccc(CNc2ncnc3sc(C(=O)N4CCCC4)c(C)c23)n1	0.1	1	-10	0.1
52	Cc1ccc(-c2c(NCCc3sccc3C)c(=O)c2=O)cc1C	-0.6	2	4	-1.3
53	COc1ccc(C(=O)Nc2ccc(N3CCCCC3=O)c(OC)c2)c(OC)c1	-0.1	3	6	0.1
54	O=c1c2ccccc2nc(/C=C/c2cccc3ccccc23)n1-c1ccc(Cl)c([N+](=O)[O-])c1	-0.2	-6	5	0.1
55	COc1ccc(N(CC(=O)NCCC(C)C)C(=O)c2snc(C(N)=O)c2N)c(OC)c1	1.0	-9	-2	-0.2
56	COCCCNc1nc2nonc2nc1N(C)Cc1ccccn1	0.1	-6	-9	-0.3
57	Cc1occc1C(=O)N/N=C/C1=C(N2CCOCC2)C(=C\c2ccc(Cl)cc2)/CC1	0.9	-13	17	-0.6
58	COc1cc(/C=C2/C(=N)N3N=C(C)SC3=NC2=O)cc(Br)c1OCCOc1cc(C)ccc1C	0.0	1	-1	0.6
59	Cc1c(C(=O)N2CCN(c3ccc([N+](=O)[O-])cc3)CC2)sc2ncn(CC(=O)N3CCOCC3)c(=O)c12	-0.1	-5	14	0.2
60	CSc1nc2ccc(NC(=O)c3ccccc3Cl)cc2s1	0.1	-48	-15	-1.0
61	CC(=O)Nc1ccc(CN2C(=O)C(C)Sc3cc(C)ccc32)cc1 (stereo unspecified)	-0.1	10	2	-0.1
62	O=C(O)C1CCCN(S(=O)(=O)c2ccc3c(c2)OCCO3)C1 (stereo unspecified)	-0.1	10	5	2.3
63	COc1ccc(CN2CCN(Cc3ccccc3)C(CCO)C2)cc1 (stereo unspecified)	-0.1	-1	-8	-1.0
64	CCCCC1CN(CC(=O)NCC2CCN(CCOC)C2)Cc2ccccc2O1 (stereo unspecified)	0.1	-1	2	0.2
65	CCOc1cccc2c1OC1(CCC(C)CC1)N1N=C(c3cccnc3)CC21 (stereo unspecified)	-0.1	-24	9	-1.0
66	COCCNC(=O)c1cccc(NC2=NC3CS(=O)(=O)CC3S2)c1 (stereo unspecified)	-0.1	-3	-8	-0.4
67	CCCCNC(=O)C1c2cc(OC)c(OC)cc2C(=O)N(C)C1c1ccc(SC)cc1 (stereo unspecified)	0.0	2	-1	3.7
68	O=C1Nc2ccc(Br)cc2C12NCCc1c2[nH]c2ccccc12 (stereo unspecified)	0.1	6	-9	-0.3&-0.9
69	CCCCN(CC)C(=O)Cc1cn(C)c2ccccc12	0.0	6	7	0.8
70	CCC(=O)Nc1ccc(Br)c(Cl)c1	0.1	-4	1	-0.7
71	Cc1ccc(SCC(=O)NC2CC2)cc1	0.1	-19	15	-0.5
72	Cc1ccc2cc(C#N)c(NCCNC(=S)NCCCN(C)C)nc2c1C	0.0	-11	-18	0.3
73	O=C(Nc1ccc2[nH]ncc2c1)c1ccc(OC2CCN(Cc3ccccc3)CC2)nc1	-0.2	44*	21	0.8
74	O=C(NCc1nc2ccccc2s1)c1ccc(CN2CCCCC2)[nH]c1=O	-0.1	-3	-3	0.7
75	COc1cc(Nc2nc(Nc3ccccn3)nc3c2ncn3-c2ccsc2)cc(OC)c1OC	0.1	31	7	1.6

# Ordered by count of non-hydrogen atoms (lowest first): some entries from above.
nr	SMILES	FBW7 activator	TEAD-YAP block	MITF primary	GPR151 ag
60	CSc1nc2ccc(NC(=O)c3ccccc3Cl)cc2s1	0.1	-48	-15	-1.0
52	Cc1ccc(-c2c(NCCc3sccc3C)c(=O)c2=O)cc1C	-0.6	2	4	-1.3
74	O=C(NCc1nc2ccccc2s1)c1ccc(CN2CCCCC2)[nH]c1=O	-0.1	-3	-3	0.7
75	COc1cc(Nc2nc(Nc3ccccn3)nc3c2ncn3-c2ccsc2)cc(OC)c1OC	0.1	31	7	1.6
59	Cc1c(C(=O)N2CCN(c3ccc([N+](=O)[O-])cc3)CC2)sc2ncn(CC(=O)N3CCOCC3)c(=O)c12	-0.1	-5	14	0.2

# Structures from the list above containing a CF3 group:
nr	SMILES	FBW7 activator	TEAD-YAP block	MITF primary	GPR151 ag
13	O=C(COc1ccc(Cl)cc1)Nc1ncc(Cc2cccc(C(F)(F)F)c2)s1	0.1	-1	19	-1.2
36	O=C(NCC(F)(F)F)c1ccc2ccccc2n1	-0.1	-1	-15	0.1

# Next structures:
nr	SMILES	FBW7 activator	TEAD-YAP block	MITF primary	GPR151 ag
76	Cc1nnc(NC(=O)CN2C(=O)C3CC=CCC3C2=O)s1 (stereo unspecified)	0.0	-6	3	0.1
77	C/C(CC(=O)Nc1cccc(C(F)(F)F)c1)=N\NC(=O)COc1ccc(C)cc1	-0.2	6	-6	0.5
78	C=CCn1c(SCC(=O)Nc2ccc(S(=O)(=O)Nc3nccs3)cc2)nnc1-c1ccco1	-0.2	-1	-4	0.5
79	COCCCNc1ccc([N+](=O)[O-])cc1C(=O)N1CCCc2ccccc21	0.1	-2	10	-0.9
80	O=C(CSc1n[nH]c(-c2ccncc2)n1)Nc1ccc(Cl)cc1	0.6	5	5	0.7
81	COc1cc(NC(=O)c2cc(Br)ccc2OC)ccc1NC(=O)c1ccco1	0.0	1	6	0.2
82	O=C1C(=O)N(c2ncccn2)C(c2ccccc2[N+](=O)[O-])/C1=C(\O)c1ccccc1 (stereo unspecified)	0.1	-7	18	1.4
83	CC(=O)Nc1ccc(NC(=O)c2cnc(Nc3ccnn3C)s2)cc1	0.0	6	2	0.5
84	CCn1c(SCC(=O)NCc2ccccc2)nnc1C1CC1	-0.1	-9	-1	0.2
85	COc1ccc(-c2ccc(CCC(=O)O)n2NC(=O)c2ccccc2OC)cc1	0.0	6	-3	1.4
86	CCOC(=O)C(NC(=O)c1ccc(F)cc1)(Nc1nnc(C)s1)C(F)(F)F (stereo unspecified)	0.2	-2	17	-0.2
87	Cc1cc(OCC(=O)NNC(=O)Cc2ccccc2)cc(C)c1Cl	0.0	12	-4	0.0
88	Cc1ccc(C(C)C)c(OCC(=O)Nc2ccc(N3CCN(S(C)(=O)=O)CC3)cc2)c1	0.4	-1	3	-2.1
89	Cn1ccc(C(=O)N(Cc2cccnc2)c2nc3c(F)cc(F)cc3s2)n1	0.2	-1	7	0.5
90	CC(C)CC(=O)Nc1ccc2c3c(cccc13)CC2	-0.1	-2	-2	1.1
91	COCCNC(=O)C1=C(C)C(=O)OC12CCCCC2	-0.2	-6	-2	-0.5
92	CCOc1ccc(-c2n[nH]c(C)c2Oc2ccccc2)c(O)c1	0.8	-5	14	0.8
93	c1ccc(Oc2ccc(Nc3nc(-c4ccccc4)nc4nc[nH]c34)cc2)cc1	0.0	3	1	0.6
94	COc1ccc(CC(=O)N2CCN(S(=O)(=O)c3cc4c5c(c3)CCC(=O)N5CCC4)CC2)cc1	0.1	10	-7	4.3
95	COc1cc(/C=N/N2CCN(Cc3ccc(C)cc3C)CC2)ccc1O	-0.1	5	22	0.5
96	CC(=O)Nc1ccccc1C(=O)C(=O)Nc1cccc(Br)c1	0.1	-13	16	-1.8
97	COc1cccc(OC)c1C(=O)Nc1cccc(Oc2ccc3c(c2)C(=O)N(c2ccccc2)C3=O)c1	-0.1	5	6	-0.6
98	COc1cccc(C(=O)Nc2cccc(C(=O)NCC(C)C)c2)c1	0.0	-14	16	-0.6
